ERK EGF block: qHTS Assay for Inhibitors of the ERK Signaling Pathway using a Homogeneous Screening Assay; Stimulation with EGF | HEK293-V1b, EGF-stimulated phospho-ERK AlphaScreen | Potency, µM (highest dose often 11.5 µM), inactives show top-dose activity change, negative = inhibition, hits mostly inhibitors | 130,000 compounds, 0.41% hits; active means well fitted inhibition curve with a large enough effect; inconclusive means small, poorly fitted or top-dose-only effect, or effect the other way;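 further: plate controls were stimulated vehicle wells for no effect and unstimulated vehicle basal for full effect; nearly all actives have a fitted effect of over 55% in size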
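In this qHTS, HEK293 cells with stable type-1 vasopressin (V1b) receptor were exposed to compound at 37C for 30 min, stimulated 5 min with EGF at 25 nM, lysed, and probed for phospho-ERK by AlphaScreen.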
An asterisk follows results filed as active; ? = inconclusive; [ ] = another dose, or the depositor's remark. Potency means the concentration at half of the fitted maximal effect.

ERK EGF block,smiles
-4%,COc1ccc(-c2onc(C)c2-c2cscn2)c(O)c1
-6%[57.5 µM],Cc1nnc(SCC(=O)c2ccccc2F)n1Cc1ccccc1
4%,Cc1ccc2sc(NC(=O)CN3C(=O)c4ccccc4C3=O)nc2c1C
-15%,C[C@H](NC(N)=O)C(=O)Nc1ccc(OCc2ccccc2)cc1
0%,COC(=O)c1cc(Br)ccc1NC(=O)Nc1ccccc1
-2%[57.5 µM],CNC(=S)Nc1ccc(Cc2ccncc2)cc1
4%,CC(=O)c1cccc(NC(=O)c2cc(C)no2)c1
5%,Cc1cccc2[nH]c(SCC(=O)O)nc12
-2%,Cc1ccc(NC(=O)c2sc3nc(CCl)[nH]c(=O)c3c2C)c(C)c1
-12%,S=c1[nH]nc(Cc2ccc(Cl)cc2)n1-c1ccc2c(c1)OCCO2
-8%,O=C(Nc1ccc([N+](=O)[O-])cn1)c1ccc(Br)o1
2%[57.5 µM],O=[N+]([O-])c1ccc(O)c(/C=N/NC(=S)Nc2ccc(Cl)cc2Cl)c1
-9%[25.7 µM],C[C@H](NCCc1ccc(O)cc1)[C@@H](O)c1ccc(O)cc1
3%,O=C(NCCCl)NNc1c(Cl)cc(Cl)cc1Cl
-1%,COc1ccc(C(CNC(=O)c2cc(F)c(F)c(F)c2F)N2CCOCC2)cc1 (stereo not drawn)
-18%[57.5 µM],O=C(NCC(c1ccc(F)cc1)N1CCOCC1)c1c(F)cccc1F (stereo not drawn)
-3%,CCN1CCN(C(=S)NCCOC)CC1
-8%[57.5 µM],CN(C)c1ccc(SC#N)cc1
1%,CNC(=S)NCCN1CCOCC1
-3%,COc1ccc(N(CC(=O)Nc2cccnc2)S(C)(=O)=O)cc1
3%,Cc1ccc(S(=O)(=O)c2nnn3c2nc(Nc2cccc(C)c2)c2ccccc23)cc1
-13%,CCn1c(=O)c(C(C)=O)c(O)c2ccccc21
3%,CCc1ccc(OCCCC(=O)NCc2ccco2)cc1
-12%,COc1ccc2c(c1)C(=O)[C@@H](OC(=O)NCCOc1ccccc1)[C@H](c1ccc(OC)c(Br)c1)O2
5%,O=C(Oc1ccc(Br)cc1)c1n[nH]c(=O)c2ccccc12
5%,COCc1cc(C)nc(SCC[N+](C)(C)CC(=O)Nc2cccc(C(F)(F)F)c2)c1C#N
-21%[57.5 µM],O=C(NC1(O)C(=O)c2ccccc2C1=O)c1c(Cl)cccc1Cl
26%,Nc1ccc(S(=O)(=O)Nc2cnc3ccccc3n2)cc1
2%,CCOc1cc(/C=N/n2c(C)nc3sc(C)c(C)c3c2=O)ccc1O
6%[57.5 µM],S=c1nc(-c2cc(Cl)cc(Cl)c2)[nH][nH]1
-2%[57.5 µM],O=C(N/N=C/c1ccccc1OC(F)F)NC1CCCCC1
-5%,COc1ccc(C(C#N)N2CCOCC2)cc1 (stereo not drawn)
1%,CCCNc1cc(C)oc(=O)c1C(=O)CC
-1%,O=C(O)/C=C/C(=O)Nc1ccc(SC(F)(F)F)cc1
-18%,Cc1nn(C)c(C(=O)NC2C3CC4CC(C3)CC2C4)c1Cl (stereo not drawn)
6%,COc1ccc(NS(=O)(=O)c2cccc(NC(=O)CCC(=O)c3cccs3)c2)cc1
-2%,O=C(CCC(=O)c1cccs1)NCC(=O)Nc1ccc(F)c(F)c1F
?,CC(C)Oc1cc(NC(=O)CS(=O)CC(=O)N(C)C)c(Cl)cc1Cl (stereo not drawn)
?,CC(=O)Nc1ccc(Nc2cc(C)nc3c(-c4ccc(Cl)cc4)cnn23)cc1
-7%[57.5 µM],OCC(O)C1OC(Nc2ccc(Cl)cc2)C(O)C1O (stereo not drawn)

Next part; the last five above are carried over.
ERK EGF block,smiles
6%,COc1ccc(NS(=O)(=O)c2cccc(NC(=O)CCC(=O)c3cccs3)c2)cc1
-2%,O=C(CCC(=O)c1cccs1)NCC(=O)Nc1ccc(F)c(F)c1F
?,CC(C)Oc1cc(NC(=O)CS(=O)CC(=O)N(C)C)c(Cl)cc1Cl (stereo not drawn)
?,CC(=O)Nc1ccc(Nc2cc(C)nc3c(-c4ccc(Cl)cc4)cnn23)cc1
-7%[57.5 µM],OCC(O)C1OC(Nc2ccc(Cl)cc2)C(O)C1O (stereo not drawn)
-1%,O=C1CS/C(=N/N=C/c2ccc(OS(=O)(=O)c3ccccc3)cc2)N1
1%[57.5 µM],COC(=O)c1ccc(S(=O)(=O)NCc2ccco2)n1C
-2%[57.5 µM],COC(=O)C1=C(C)N(Cc2ccccc2)C(=O)N[C@H]1c1cccc(C(F)(F)F)c1
-6%[57.5 µM],CC(C)(C)OC(=O)NCCCC[C@H](NC(=O)c1[nH]cnc1C(=O)Nc1ccc(CNC(=O)OC(C)(C)C)cc1)C(=O)OC(C)(C)C
1%,CC(=O)c1ccc(NC(=S)N2CCN(C(=S)Nc3ccc(C(C)=O)cc3)C(C)C2)cc1 (stereo not drawn)
-2%,CSc1ccc(/C=C(\C(=O)O)c2ccc(S(=O)(=O)N3CCCCC3)s2)cc1
3%,O=C(Nc1ccc(NC(=S)NC(=O)c2cccs2)cc1)c1ccco1
0%[57.5 µM],COc1ccc(N=C2SC(C(=O)Nc3ccc(C(=O)O)cc3)CC(=O)N2Cc2cccs2)cc1 (stereo not drawn)

Reformatted with each value named: four of the compounds above
Compound: COC(=O)c1ccc(S(=O)(=O)NCc2ccco2)n1C
- ERK EGF block: 1%[57.5 µM]
Compound: CSc1ccc(/C=C(\C(=O)O)c2ccc(S(=O)(=O)N3CCCCC3)s2)cc1
- ERK EGF block: -2%
Compound: COc1ccc(N=C2SC(C(=O)Nc3ccc(C(=O)O)cc3)CC(=O)N2Cc2cccs2)cc1 (stereo not drawn)
- ERK EGF block: 0%[57.5 µM]
Compound: COC(=O)C1=C(C)N(Cc2ccccc2)C(=O)N[C@H]1c1cccc(C(F)(F)F)c1
- ERK EGF block: -2%[57.5 µM]

(next part)
ERK EGF block,smiles
-1%,COC(=O)C(CC(=O)c1ccc(Cl)cc1)c1ccc(C)cc1 (stereo not drawn)
?,O=C1/C(=C\c2ccsc2)NC(=S)N1c1ccccc1
?,COc1ccc(-n2c(C)cc(C(=O)CSc3ccc(NC(C)=O)cc3)c2C)cc1
1%,C(#CCN1CCC(Cc2ccccc2)CC1)COCCOCc1ccccc1
4%,COc1ccccc1NC(=O)Cc1c(F)cccc1Cl
4%,S=c1[nH]nc(-c2ccco2)n1/N=C/c1cccs1
8%[57.5 µM],Cc1cccc(OCC(=O)NCC(=O)N/N=C/c2c(C)[nH]c3ccccc23)c1
27%,CC(=O)OCCC(C)CCC=C(C)C (stereo not drawn)
0%,CC(C)c1ccc(NC(=S)NCc2ccc3c(c2)OCO3)cc1
6%[57.5 µM],COC(=O)c1c(C(=O)OC)c2n(c1C)CCS2
3%,N#Cc1cc(N2CCCCC2)c([N+](=O)[O-])cc1C#N
-6%[57.5 µM],O=C(Cc1ccc(Br)cc1)N/N=C/c1ccc(-c2cccc(C(=O)O)c2)o1
4%,CC1=CC2=NC(=O)/C(=C\c3cccn3CCOc3cc(C)ccc3C)C(=N)N2O1
2%,CC(=O)Nc1ccc(NC(=O)CSc2ccc(-c3cccs3)nn2)cc1
0%,COc1cccc(NC(=O)/C=C\c2ccc(Cl)cc2)c1
-3%,Cc1[nH]c2ccccc2c1Cc1nnc(SCCC#N)o1
-9%,O=C(NCC(c1ccco1)N1CCOCC1)c1cccc([N+](=O)[O-])c1 (stereo not drawn)
2%[57.5 µM],C=C1[C@@H](C)C2[C@H](Cc3ccccc3)NC(=O)[C@]23OC(=O)CC[C@H](O)CCC[C@H](C)C/C=C/[C@H]3[C@@H]1O (stereo partly drawn)
-17%[57.5 µM],O=C(Cc1ccccc1)NC1(O)C(=O)c2ccccc2C1=O
-8%[57.5 µM],O=C([C@H](Cc1ccc(O)cc1)n1cc(CCO)nn1)N1CCNCC1
1%,CC(C)(C)SCCNC(=O)/C=C/c1cccc([N+](=O)[O-])c1
8%,O=C(Nc1nc2ccccc2[nH]1)C1CCCC1
-10%,NC(=S)NNC(=O)[C@@H]1CCCC[C@@H]1C(=O)O
9%,CN(Cc1nc2ccc(F)cc2[nH]1)Cc1c(C(=O)N(C)C)nc2ccc(Cl)cn12
18µM*,COc1cc(O)c(C(CCN2CCN(c3ccccc3)CC2)c2ccc(N(C)C)cc2)c(OC)c1 (stereo not drawn)
-1%[57.5 µM],CC(C)c1ccc(/C=N/N2CCN(c3ccccn3)CC2)cc1
-3%,OC1(c2cccs2)CN(c2ccc(Cl)cc2)C2=[N+]1CCCC2 (stereo not drawn)
2%,O=C(N/N=C/c1ccc(OC(F)F)cc1OC(F)F)NC1CCCCC1
0%,COCCNC(=O)C(c1cccnc1)N(Cc1ccc(C)cc1)C(=O)Cn1nnc2ccccc21 (stereo not drawn)
8%,O=C(c1cc2c([nH]c1=O)CCCC2)N1CCc2c([nH]c3ccccc23)C1c1ccccc1F (stereo not drawn)
7%,COc1ccc(Cn2nnnc2C(c2cc3cc(C)ccc3[nH]c2=O)N2CCN(C)CC2)cc1 (stereo not drawn)
-5%,CCN(CC)S(=O)(=O)c1cc(C(=O)c2nccn2C)ccc1Cl
?,C/C(=N\Nc1ncc(Cl)cc1Cl)c1ccc(C#N)cc1
4%,Cc1ccc(OCC(=O)N/N=C\c2ccc(O)cc2)c([N+](=O)[O-])c1
-15%,COc1cc(/C=C/C(=O)N2CCCN(C(=O)/C=C/c3cc(OC)c(OC)c(OC)c3)CC2)cc(OC)c1OC
-5%,COc1ccc(NC(=O)CSc2ccc(-c3cccs3)nn2)c(OC)c1
-9%,C/C(=N/NC(=O)c1ccncc1)C1=C(O)CC(C)(C)CC1=O
2%,CC1CC(C)CN(C(=S)Nc2ccc(OC(F)F)cc2)C1 (stereo not drawn)
-13%,O=C(/C=C/Nc1ccc(Oc2ccccc2Cl)cc1)c1ccco1
2%,COc1ccc(OC)c(S(=O)(=O)N(C)CC(=O)Nc2cc(Cl)ccc2OC)c1
1%,COC(=O)C(C)N(c1ccc(OC)cc1)S(C)(=O)=O (stereo not drawn)
2%,CCCSC1=N/C(=C\c2ccc([N+](=O)[O-])o2)C(=O)S1
-1%,Cc1nc2ncnn2c(N2CCN(S(=O)(=O)c3ccc(Br)cc3)CC2)c1C
-16%[57.5 µM],CC(C)Cc1nc2oc3c(Cl)ncnc3c2c2c1CCCC2
-2%,Cc1ccc(NC(=O)CSc2ccc(-c3ccc4c(c3)OCO4)nn2)cc1F
-14%[57.5 µM],CC(C)(C)c1cc(C(=O)NC2CC2)n(Cc2ccc(F)cc2)n1
-19%,COc1ccc(C(=O)N2CCN(S(=O)(=O)c3ccc(F)cc3)CC2)cc1OC
-4%,NCCCC(N)(C(=O)O)C(F)F (stereo not drawn)
-2%[57.5 µM],COc1cccc(SCC(=O)N2CCN(c3ccccc3)CC2)c1
6%,Cc1cccc(C)c1-n1c(C)cc(/C=N\NC(=O)CC(=O)NC2CCCCC2)c1C
-2%,COc1ccc(CN2CCN(CC=C(C)C)C(CCO)C2)cc1Cn1cncn1 (stereo not drawn)
3%,CCOC(=O)c1[nH]c2ccccc2c1NC(=S)Nc1ccccc1
-4%,Cc1cnc(NC(=O)c2sc3ccccc3c2Cl)s1
-4%,CCCCN(C)C(=O)C1CCN(Cc2ccc(OCc3ccccc3)cc2)CC1
-5%,COc1ccc(-n2cnnc2SCC(=O)NC2CCCc3ccccc32)cc1 (stereo not drawn)
2%,O=C(O)C1Cc2[nH]cnc2C(c2cccc([N+](=O)[O-])c2)N1 (stereo not drawn)

More compounds:
ERK EGF block,smiles
9%,CC1CCN(c2ccc(C(=O)Nc3ccc4c(c3)OCO4)cc2[N+](=O)[O-])CC1
?,COc1ccc(Nc2nc(-c3cccs3)nc3ccccc23)c(OC)c1
1%,CCc1cccc(CC)c1NC(=O)COC(=O)Cc1ccsc1
-1%,O=C(Nc1ccccc1C(=O)NCCCn1ccnc1)c1ccc(Cl)cc1Cl
-9%,C/C(=N\NC(=O)NC1CCCCC1)c1ccco1
12%,Cc1ccc([C@H]2C(C#N)=C(N)Oc3cc(C)oc(=O)c32)o1
3%,CCOc1ccc(NC(=O)C2CCCN(C(=O)NCc3ccccc3)C2)cc1 (stereo not drawn)
-9%,Cc1ccc2cc(N)ccc2n1
3%,CCC(C)NC(=O)c1ccc2c(c1)N(Cc1ccccc1)C(=O)CS2 (stereo not drawn)
2%,O=C(CN1CCCCC1)N1c2ccccc2Sc2ccc(C(F)(F)F)cc21
-6%,CC(C)(C)OC(=O)NCCCCC1=CC2=CC(=O)C(C)(OC(=O)CCc3ccccc3)C(=O)C2=CO1 (stereo not drawn)
-1%,CCS(=O)(=O)c1ccc2oc(SCC(=O)Nc3ccc(OC)cc3OC)nc2c1
-4%,COCCCNC(=S)N1CCC(NC(=O)Nc2ccc(C)cc2)CC1
3%,C(=N\Nc1nc(Nc2ccccc2)nc(Nc2ccccc2)n1)/c1ccncc1
-6%,CC1CCC2C(=O)N(c3ccc(Cc4ccncc4)cc3)C(=O)C2C1 (stereo not drawn)
0%,COc1ccccc1CNC(=O)C(NC(=O)c1ccccc1)C(C)C (stereo not drawn)
-4%,O=C(C1CCC1)N1CCc2cc(S(=O)(=O)Nc3ccc4c(c3)OCO4)ccc21
1%,Cc1cccc(CSc2cn(CC(=O)N3CCOCC3)c3ccccc23)c1
-5%[57.5 µM],O=C(CCCC(=O)OCC1CCCO1)OCC1CCCO1 (stereo not drawn)
8%,Cc1ccc(S(=O)(=O)N2CCOCC2)cc1C(=O)Nc1ccc2c(c1)CCC2
-1%,CC(OC(=O)C1=COCCO1)C(=O)Nc1ccccc1C#N (stereo not drawn)
-2%,Cc1cc(N2CCN(c3nc(-c4ccc([N+](=O)[O-])cc4)cs3)CC2)c2ccccc2n1
12%[57.5 µM],Cc1ccc(-c2c[n+](Cc3cccc(Cl)c3)c3n2CCC3)cc1

Only part of the results is shown, so the mix of outcomes need not match the whole.
